PKM2 activator – PKM2 (human) enzyme activation; purified PKM2, Kinase-Glo ATP luminescence, activation; response scale: 0% is enzyme alone, no compound; Potency, µM (top dose mostly 57.5 µM), without a hit: at the top dose activation, hits mostly activators; 0.34% of 260,000 active; AID 1631; note: potency is the fitted concentration of half-maximal effect; % is set by controls: 0 for no effect and ±100 for the full control effect; nearly all actives have a fitted effect of over 55% in size
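Purified hPK-M2 (>95%) run at intermediate activity with 0.1 mM ADP and 0.5 mM PEP in 50 mM imidazole pH 7.2, KCl, MgCl2; 1 h room temperature. ATP formed read by Kinase-Glo luminescence; normalized to uninhibited and no-enzyme controls.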
Menin-MLL TR inh – menin-MLL binding inhibition, Texas Red mutant peptide; Menin + Texas Red MLL mutant peptide, fluorescence polarization; Potency, µM (top dose mostly 61.6 µM), without a hit: at the highest dose FP activity change, negative = inhibition, actives largely listed as inhibitors; 0.23% of 270,000 active; AID 1768; O00255; active = well fitted inhibition curve with a large enough effect in the polarisation, with a control signal flat, not every such curve was filed as active; inconclusive = small, poorly fitted or top-dose-only effect, or effect the other way, or a change in a side signal; inactive = no such curve, though single readings can be large or run the other way; the % refers to the polarisation; note: potency is the fitted concentration of half-maximal effect; % of control where 0% means no effect; many of its hits are not listed in these tables
Gal4-VP16 FLuc – inhibits Gal4-VP16 luciferase reporter, ROR gamma counter-screen. Drosophila S2 Gal4-VP16 UAS-luciferase, luminescence, 20 h. Potency, µM (top dose mostly 53.6 µM), for inactives: at the highest dose activity, negative = inhibition, actives largely listed as inhibitors. 3.5% of 310,000 active. AID 2546;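 note: Gal4-VP16 expression switched on by copper sulfate through the metallothionein promoter; potency is the fitted concentration of half-maximal effect; % is set by controls: 0 for no effect and ±100 for the full control effect; nearly all actives have a fitted effect of over 50% in size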
NPC1 prom act – activators of NPC1 promoter. 2.4% of 320,000 active. Huh7 NPC1 promoter luciferase reporter, 24 h. Potency, µM (doses to about 9.22 µM), inactives show at the highest dose activation, usual class: activators. AID 485313;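 note: potency is the fitted concentration of half-maximal effect; % of control where 0% means no effect; nearly all actives have a fitted effect of over 60% in size; reporter is driven by a mutant NPC1 promoter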
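Readout is luciferase luminescence, reflecting NPC1 promoter activation in stably transfected Huh7 cells after 24 h compound exposure at 37 °C in reduced-serum medium with 10% FBS.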
KCNH2 3.1 inh – KCNH2 3.1 (human) potassium channel inhibition; AID 720553; activity change, % (tested at about 1.8 µM); U2OS KCNH2 3.1, thallium flux FluxOr; stronger effect = lower value; 0.95% of 340,000 active;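 active = maximum activity change below -70%; inconclusive = maximum activity change from -70% to -50%; inactive = maximum activity change above -50%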;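 note: thallium influx rate constant from kinetic fluorescence after stimulation buffer; % is set by controls: 0 for no effect and ±100 for the full control effect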
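We transduce U2OS cells with the mutant 3.1 virus, culture them overnight, load FluxOr with Red40 quencher for 45 min, then add stimulation buffer and read kinetically for 2 min to derive a normalized rate constant.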
MBNL1-CUG inh – MBNL1-poly(CUG) RNA binding inhibition; Q9NR56; TR-FRET MBNL1-His/biotin-(CUG)12 binding, 665/545 ratio; Potency, µM (series often up to 57.5 µM), for the others: at the highest dose activity change, negative = inhibition, most hits filed as inhibitors; 0.036% of 280,000 active; AID 2675; active = well fitted inhibition curve with a large enough effect in the signal ratio, with a control signal flat, not every such curve was filed as active; inconclusive = small, poorly fitted or top-dose-only effect, or effect the other way, or a change in a side signal; inactive = no such curve, though single readings can be large or run the other way; the % refers to the signal ratio; note: potency is the fitted concentration of half-maximal effect; % is set by controls: 0 for no effect and ±100 for the full control effect
Target sequence (Q9NR56 whole entry, looked up): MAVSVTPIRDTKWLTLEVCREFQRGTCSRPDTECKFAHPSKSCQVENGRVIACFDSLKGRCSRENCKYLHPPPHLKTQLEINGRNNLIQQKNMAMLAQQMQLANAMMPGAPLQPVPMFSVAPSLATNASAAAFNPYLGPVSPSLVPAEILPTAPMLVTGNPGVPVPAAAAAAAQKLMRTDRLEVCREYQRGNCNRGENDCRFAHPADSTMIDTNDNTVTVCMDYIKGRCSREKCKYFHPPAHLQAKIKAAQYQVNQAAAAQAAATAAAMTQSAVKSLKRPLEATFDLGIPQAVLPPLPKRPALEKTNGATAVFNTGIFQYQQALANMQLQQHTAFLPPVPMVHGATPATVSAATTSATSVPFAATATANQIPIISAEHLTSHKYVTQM
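TR-FRET readout: Ex 340 nm, 665/545 nm emission ratio, normalized to buffer-only (basal) and MBNL1-(CUG)12 controls. Complex of MBNL1-His with Biotin-(CUG)12, compounds 92 nM–58 uM, incubated 60 min at room temperature.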
Rab9 prom act – activates the Rab9 promoter; Huh7 Rab9 promoter-luciferase reporter, luminescence, 24 h; Potency, µM (titrated, usually from 9.22 µM), inactives show top-dose activation, negative = inhibition, hits mostly activators; 2.8% of 320,000 active; AID 485297; note: potency is the fitted concentration of half-maximal effect; % of control where 0% means no effect; nearly all actives have a fitted effect of over 60% in size
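Steps: seed 1500 Huh7 Rab9-luc cells per well, rest 2 h at 37 °C; add compound in DMSO; incubate 24 h; add luciferase reagent, 10 min ambient; read luminescence.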
RORg inh – inhibitors of mouse ROR gamma transcriptional activity. P51450. Drosophila S2 Gal4-RORgamma UAS-luciferase reporter, 20 h. Potency, µM (series often up to 53.6 µM), for the others: top-dose activity change, negative = inhibition, hits mostly inhibitors. 5.4% of 310,000 active. AID 2551; note: potency is the fitted concentration of half-maximal effect; % is set by controls: 0 for no effect and ±100 for the full control effect; nearly all actives have a fitted effect of over 60% in size
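Compounds are pin-transferred onto Drosophila Schneider cells expressing a copper-inducible Gal4–ROR gamma transactivation domain fusion. After 1 hr, copper sulfate is added to 700 uM final; luciferase is read 20 hr later.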
Mito fusion yeast – inhibitors of mitochondrial division or activators of mitochondrial fusion; S. cerevisiae fusion-defective mutant growth rescue, CellTiterGlo 48 h; 0.23% of 320,000 active; AID 485298; Potency, µM (highest dose often 46.1 µM), for inactives: at the highest dose growth rescue (activation), usual class: activators;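 note: potency is the fitted concentration of half-maximal effect; % of control where 0% means no effect; nearly all actives have a fitted effect of over 45% in size; temperature-sensitive fusion mutants such as fzo1-1 at 37 °C on non-fermentable ethanol glycerol medium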
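Yeast fusion mutant, YPEG (non-fermentable carbon), compound, 48 h at 37C non-permissive; CellTiterGlo added, 10 min RT, luminescence read. Rescued growth = division inhibition.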
FLuc counter – inhibits or activates purified firefly luciferase, miR-21 counter-screen; Potency, µM (highest dose often 57.5 µM), inactives show at the top dose activity change, negative = inhibition, hits mostly inhibitors; purified FLuc, Km substrates, luminescence inhibition; 6.9% of 360,000 active;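 note: potency is the fitted concentration of half-maximal effect; plate controls were vehicle for no effect and reference inhibitor for full effect; nearly all actives have a fitted effect of over 55% in size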
Target sequence (P08659 whole entry, looked up): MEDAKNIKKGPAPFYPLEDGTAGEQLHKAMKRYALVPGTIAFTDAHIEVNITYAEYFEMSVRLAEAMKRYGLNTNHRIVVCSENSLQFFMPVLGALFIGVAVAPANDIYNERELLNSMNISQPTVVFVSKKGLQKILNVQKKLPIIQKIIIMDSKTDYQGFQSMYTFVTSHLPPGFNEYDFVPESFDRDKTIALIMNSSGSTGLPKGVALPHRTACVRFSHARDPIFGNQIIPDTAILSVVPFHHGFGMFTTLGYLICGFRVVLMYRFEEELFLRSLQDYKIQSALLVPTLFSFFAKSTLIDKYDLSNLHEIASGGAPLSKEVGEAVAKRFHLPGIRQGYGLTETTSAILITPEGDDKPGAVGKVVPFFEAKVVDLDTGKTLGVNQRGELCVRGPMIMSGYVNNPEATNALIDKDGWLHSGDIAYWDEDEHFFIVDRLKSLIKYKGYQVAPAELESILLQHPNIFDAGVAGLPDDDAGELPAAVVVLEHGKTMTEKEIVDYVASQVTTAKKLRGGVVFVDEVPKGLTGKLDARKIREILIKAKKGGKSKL
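Purified P. pyralis luciferase, 10 nM final, with Km-level 10 uM D-luciferin and 10 uM ATP in 50 mM Tris acetate pH 7.5, 10 mM Mg acetate, 0.01% Tween-20, 0.05% BSA; 6-point qHTS titration about 60 µM downward; luminescence read.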
ELG1 DNA repair – ELG1-dependent DNA repair inhibition; 2.3% of 330,000 active; Potency, µM (top dose mostly 46.1 µM), for inactives: at the top dose activity change, negative = inhibition, usual class: inhibitors; HEK293T ELG1-luciferase reporter, luminescence, 16 h; DNA damage induced by 5-fluorouridine; note: potency is the fitted concentration of half-maximal effect; % is set by controls: 0 for no effect and ±100 for the full control effect; nearly all actives have a fitted effect of over 55% in size
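Quantitative HTS, concentration-response format. 2,000 cells/well co-treated with 5-fluorouridine and compound, 16 hr in 5% CO2 at 37 °C; ONE-Glo luminescence read after 30 min.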
An asterisk follows results filed as active; ? = inconclusive; . = no result given; [ ] = remark or other dose. Unless noted, calls come from the whole dose curve; as a rule, active = well fitted curve in the direction sought with a large enough effect; inconclusive = small, poorly fitted or top-dose-only effect, or another doubt; inactive = no such curve, though single readings can be large; an effect the other way counts as inactive or inconclusive.

SMILES	PKM2 activator	Menin-MLL TR inh	Gal4-VP16 FLuc	NPC1 prom act	KCNH2 3.1 inh	MBNL1-CUG inh	Rab9 prom act	RORg inh	Mito fusion yeast	FLuc counter	ELG1 DNA repair
Nc1cc(C(=O)N2CCCC2)cc(C(=O)N2CCCC2)c1	-6%	0%	10%	0%	3	-2%	-9%	-12%	1%	-1%	3%
COc1ccc(/C=C2\CCCC3C2=NN(C(=O)CSc2ncn[nH]2)C3c2ccc(OC)cc2)cc1 (centres undefined)	-2%	?	-4%	-2%	-11	-6%	2%	40%	23%	-3%	?
COc1ccc(NC(=O)C2CCC(=O)N2S(=O)(=O)c2ccc(C)cc2)c(OC)c1 (centres undefined)	-2%	6%	1%	.	8	4%	.	2%	-1%	2%	.
Cn1c(O)c(N=Nc2nc(-c3ccccc3)cs2)c2ccccc21	-2%	0%	?	8%	10	.	13%	1.1µM*	-2%	-24%	?
Cc1ccc(-n2cc(CN3CCN(C(=O)c4ncn[nH]4)CC3)c(-c3ccc(F)cc3)n2)cc1	-12%	.	2%	0%	-13	-13%	-2%	-4%	3%	9.5µM*	21µM*
O=C(NCc1ccccc1)C1CCCN(c2nc3ccsc3c(=O)s2)C1 (centres undefined)	5%	-1%	-2%	-2%	27	29%	5%	-14%	1%	-2%	15%
CCCC(=O)Nc1nnc(-c2ccc3c(c2)OCO3)s1	-6%	.	-11%	22%	-14	-11%	?	32%	2%	-14%	-19%
CCOC(=O)C1CCCN(Cc2nc(C3CC3)no2)C1 (centres undefined)	-6%	.	-9%	3%	12	-4%	-3%	-4%	-6%	-2%	10%
COc1cc2c(OC)cccc2cc1C(=O)O	5%	-3%	-3%	-2%	7	0%	-3%	4%	5%	0%	19%
COCCNC(=S)NNc1ccccc1[N+](=O)[O-]	-11%	?	11µM*	-2%	-7	?	9%	?	-2%	?	-5%
C=CCN(C(=O)c1csnn1)C(C(=O)NCc1ccc(F)cc1)c1ccccc1F (centres undefined)	.	0%	17%	-5%	-12	2%	-3%	9%	0%	0%	2%
COc1ccc(C(C#N)Nc2ccccc2)cc1 (centres undefined)	-3%	-3%	0%	-3%	.	-6%	-1%	15%	-1%	1%	9%
CC1CN(c2ccc([N+](=O)[O-])nc2)CC(C)O1 (centres undefined)	-2%	0%	-3%	-4%	5	?	-38%[inhibitor]	10%	-3%	-3%	13%
COc1cc(OC)cc(C(=O)OCC(=O)Nc2ccc(N3CCCCC3)cc2)c1	-2%	2%	7%	0%	-2	-1%	-1%	42%	-2%	-1%	?
CC(=O)Nc1ccc(S(=O)(=O)NNC(=O)COc2cccc(C)c2)cc1	1%	1%	4%	-4%	-3	-5%	-6%	-2%	2%	1%	6%
C=CCSc1cc(C)nc2c(-c3ccc(Cl)cc3)c(C)nn12	-4%	7%	?	-3%	-22	-1%	4%	20µM*	3%	?	0%
CN(C)c1ccc(C2SCCN2C(=O)c2ccc([N+](=O)[O-])cc2)cc1 (centres undefined)	27%	0%	18%	-1%	-10	?	-1%	14%	4%	0%	-19%
O=c1[nH]ncn2cccc12	-5%	.	1%	-5%	8	5%	-1%	-12%	0%	0%	12%
Cn1cc(/C=C(\NC(=O)c2ccccc2Cl)C(=O)N2CCOCC2)c2ccccc21	2%	-27%	-7%	1%	-7	2%	-1%	-9%	2%	0%	2%
Cc1cccc(N(C(=O)c2sc(C)nc2C)C(C(=O)NCC2CCCO2)c2ccccc2)c1 (centres undefined)	2%	-6%	6%	-2%	-1	-2%	-1%	-1%	1%	0%	-7%
COC(=O)[C@@]12CCCCN1[C@H](c1ccc(-c3cccc(Cl)c3)cc1)[C@H]1C(=O)N(C)C(=O)[C@H]12	.	.	.	-7%	-7	.	-7%	.	?	-7%	-5%
Nc1cnc(Nc2ccc(Br)cc2)nc1N	-1%	?	24%	22%	-4	-3%	?	37%	-10%	15µM*	?
O=C(Nc1ccc(-c2ccc3nncn3n2)cc1)c1ccc(Br)o1	?	6%	-12%	1%	4	?	-2%	18%	3%	6%	-4%
CCN(CC)S(=O)(=O)c1cccc(C(=O)OCC(=O)Nc2ccccc2OC(F)F)c1	2%	.	0%	0%	4	5%	-3%	2%	0%	5%	-12%
Cc1ccc(-c2nc(CS(=O)CC(=O)NC3CCCC(C)C3C)c(C)o2)cc1 (centres undefined)	.	.	0%	-3%	-17	-7%	-2%	-16%	6%	0%	-13%
Fc1ccccc1Cn1nnc2c(NCc3ccccn3)ncnc21	22%	-3%	20%	5%	-37	-2%	1%	33%	2%	3%	6%
NC(=O)/C(=C\c1ccccc1)NC(=O)/C=C/c1ccccc1	-1%	-5%	2%	-3%	16	.	1%	32%	1%	-2%	?
CC1=C(C(=O)Nc2cccc(C)c2C)C(c2cccs2)NC(=S)N1 (centres undefined)	-4%	-2%	-9%	-5%	-2	.	0%	38%	-3%	-1%	?
COc1ccccc1-n1c(SCC(=O)Nc2nnc(C)s2)nc2c(c1=O)SCC2	3%	5%	1%	-4%	-2	31%[activator]	0%	3%	0%	3%	-2%
COc1c(S(=O)(=O)N2CCN(C)CC2)ccc(Cl)c1Cl	-5%	-12%	-21%	17%	32	-5%	5%	-13%	1%	-3%	2%
CCn1c(SCC(=O)N/N=C/c2ccccc2OCC(=O)O)nnc1-c1ccc(C)cc1	2%	.	-10%	-5%	-7	1%	-3%	-10%	-2%	0%	9%
COCCn1c(SCC(=O)N2CCc3ccccc32)nc2c(c1=O)SC(C)C2 (centres undefined)	7%	.	-6%	0%	9	-6%	0%	4%	19%	2%	1%

RORg inh, what is marked active above.
SMILES | Menin-MLL TR inh | NPC1 prom act | RORg inh | Mito fusion yeast
Cn1c(O)c(N=Nc2nc(-c3ccccc3)cs2)c2ccccc21 | 0% | 8% | 1.1µM* | -2%
C=CCSc1cc(C)nc2c(-c3ccc(Cl)cc3)c(C)nn12 | 7% | -3% | 20µM* | 3%

A stretch taken from the entries so far:
SMILES	PKM2 activator	Menin-MLL TR inh	Gal4-VP16 FLuc	NPC1 prom act	KCNH2 3.1 inh	MBNL1-CUG inh	Rab9 prom act	RORg inh	Mito fusion yeast	FLuc counter	ELG1 DNA repair
Nc1cc(C(=O)N2CCCC2)cc(C(=O)N2CCCC2)c1	-6%	0%	10%	0%	3	-2%	-9%	-12%	1%	-1%	3%
COc1ccc(/C=C2\CCCC3C2=NN(C(=O)CSc2ncn[nH]2)C3c2ccc(OC)cc2)cc1 (centres undefined)	-2%	?	-4%	-2%	-11	-6%	2%	40%	23%	-3%	?
COc1ccc(NC(=O)C2CCC(=O)N2S(=O)(=O)c2ccc(C)cc2)c(OC)c1 (centres undefined)	-2%	6%	1%	.	8	4%	.	2%	-1%	2%	.
Cn1c(O)c(N=Nc2nc(-c3ccccc3)cs2)c2ccccc21	-2%	0%	?	8%	10	.	13%	1.1µM*	-2%	-24%	?
Cc1ccc(-n2cc(CN3CCN(C(=O)c4ncn[nH]4)CC3)c(-c3ccc(F)cc3)n2)cc1	-12%	.	2%	0%	-13	-13%	-2%	-4%	3%	9.5µM*	21µM*
O=C(NCc1ccccc1)C1CCCN(c2nc3ccsc3c(=O)s2)C1 (centres undefined)	5%	-1%	-2%	-2%	27	29%	5%	-14%	1%	-2%	15%
CCCC(=O)Nc1nnc(-c2ccc3c(c2)OCO3)s1	-6%	.	-11%	22%	-14	-11%	?	32%	2%	-14%	-19%

Not all compounds are listed; count on the stated rates, not on these rows.
